# m5-HT2A agonist – activates the mouse 5-HT2A serotonin receptor. CHO-K1 mHTR2A beta-arrestin complementation, luminescence; percent of 30 µM serotonin response. activation, % at 7.6 µM. 360,000 compounds, 0.66% hits. AID 624169;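 active means activation above a run cutoff, the mean activation of all tested compounds plus 3 SD, cut at about 14% in these data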;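 further: 0% = plate median of compound wells and 100% = 30 µM serotonin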
# Target sequence (P35363 whole entry, looked up): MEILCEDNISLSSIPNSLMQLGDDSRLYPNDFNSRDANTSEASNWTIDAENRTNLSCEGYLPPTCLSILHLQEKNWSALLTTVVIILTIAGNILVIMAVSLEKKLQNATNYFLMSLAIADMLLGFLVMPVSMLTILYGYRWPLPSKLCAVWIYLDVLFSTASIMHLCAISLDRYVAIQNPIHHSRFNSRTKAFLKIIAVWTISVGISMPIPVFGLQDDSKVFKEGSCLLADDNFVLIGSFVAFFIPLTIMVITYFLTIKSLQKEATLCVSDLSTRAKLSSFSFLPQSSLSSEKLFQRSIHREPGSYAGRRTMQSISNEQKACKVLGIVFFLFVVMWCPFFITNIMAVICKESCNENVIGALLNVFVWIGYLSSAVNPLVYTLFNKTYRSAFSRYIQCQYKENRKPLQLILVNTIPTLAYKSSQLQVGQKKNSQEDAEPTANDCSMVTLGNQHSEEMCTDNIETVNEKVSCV
# CaV13 FRET inh – Primary screen for inhibitors of IQ motif and Ca2+-dependent inactivation inhibitor domain binding in CACNA1D, Förster resonance energy transfer in living cells, …; AID 743397; HEK cells, CFP/YFP FRET ICDI-IQ, plate reader, 10 min; percent FRET-ratio fall versus neutral wells; 340,000 compounds, 0.098% hits; inhibition, % at 12.3 µM;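 active means mean replicate inhibition of at least 30% and at least 1% of replicates passing that level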;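 further: 0% = median of the neutral control wells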
# aDG glyco up – increases alpha dystroglycan glycosylation; activation, % at 10 µM; AID 624168; Pro5-aDG cells, alpha-DG glycosylation AlphaScreen (IIH6); 0% Pro5, 100% B10-LARGE cell signal; 360,000 compounds, 0.22% hits;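 active means activation of at least 8% versus controls, or a plate z-score of at least 8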;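 further: Pro5 are CHO cells carrying HIG-tagged alpha-DG that lacks glycosylation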
# An asterisk follows results filed as active; & = joins results of further samples. The list is partial. The share of hits here may be higher or lower than overall.
SMILES,m5-HT2A agonist,CaV13 FRET inh,aDG glyco up
CCCCCCCCN1C(=O)[C@H](CC(=O)NCc2ccc(OC)c(OC)c2)C[C@@]2(C(=O)OCC)CCC=C12,6.3,-3.2,0.1
COC(=O)C[C@@H]1C=C[C@H](NS(=O)(=O)c2cccc(F)c2)[C@@H](CO)O1,7.7,-4.2,-0.1
COc1ccc(NC(=O)C(c2ccc(C#N)cc2)n2c(=O)c(-c3cc4ccccc4[nH]3)nc3ccccc32)cc1 (stereo unspecified),2.9,-20.6,2.4
O=C(C(O)c1ccccc1)N1CCN(S(=O)(=O)c2ccc(C(F)(F)F)cc2)CC1 (stereo unspecified),-0.6,-6.4,0.3
O=C(NC1CCCC1)C1C(c2ccccc2)=Nc2ccccc2N1C(=O)c1ccc(C(F)(F)F)cc1 (stereo unspecified),1.6,-16.2,0.2
CCC(C(=O)NC(C)(C)C)n1c(-c2ccc3c(c2)OCO3)nc2ccccc21 (stereo unspecified),-1.0,-9.4,0.0
O=C(C[C@H]1CC[C@@H]2[C@H](COC[C@@H](O)CN2Cc2ccc(Cl)cc2)O1)NCCc1ccccc1,0.5,-6.4,0.3
COC(=O)C[C@@H]1OC[C@H](C)N1S(=O)(=O)c1ccc(C)cc1,7.1,-2.8,-0.1
O=C1Nc2ccccc2-n2nnnc2C1N1CCN(c2ccc(C(F)(F)F)cc2[N+](=O)[O-])CC1 (stereo unspecified),-2.1,-14.4,0.0
COC(=O)[C@@]12C[C@@H](CC(=O)N3CCSCC3)C(=O)N(Cc3cccc4ccccc34)C1=CCC(C)(C)C2,3.2,-3.4,-0.2
CO[C@@H]1CN(C)C(=O)c2cc(NC(=O)Nc3ccc(Cl)cc3)ccc2OC[C@H](C)NC[C@H]1C,-2.3,-5.5,-0.1
O=C1Nc2ccccc2-n2nnnc2C1N1CCN(c2cccc(C(F)(F)F)n2)CC1 (stereo unspecified),-6.1,-14.9,0.2
COC(=O)[C@]12CCCCC=C1N(Cc1ccc3c(c1)OCO3)C(=O)[C@H](CC(=O)NCCCCc1ccccc1)C2,-0.7,-7.7,0.0
O=C(NCc1ccccc1)C1C(c2ccc3c(c2)OCO3)=Nc2ccccc2N1C(=O)c1ccco1 (stereo unspecified),6.2,-9.7,0.1
CC(C)(C)NC(=O)C(c1cc2ccccc2o1)n1c(=O)c(-c2ccco2)nc2ccccc21 (stereo unspecified),16.2*,-6.0,-0.2
O=C(C[C@H]1CC[C@@H]2[C@H](COC[C@H](O)CN2Cc2cccc(F)c2)O1)NCc1cccc(F)c1,2.8,-6.8,0.5
Cn1cc([C@]2(O)C(=O)Nc3ccc(F)cc32)c2ccccc21,3.0,-9.3,0.2
COC(=O)[C@@]12C[C@@H](CC(=O)NCCc3ccccc3OC)C(=O)N(Cc3ccc4c(c3)OCO4)C1=CCC(C)(C)C2,4.9,-5.0,0.0
COC(=O)[C@@]12C[C@@H](CC(=O)NCc3ccc(C)o3)C(=O)N(CCc3ccc(OC)c(OC)c3)C1=CCC(C)(C)C2,5.2,-7.0,0.3
Cc1cccc(C)c1NC(=O)C1(C)CN(S(C)(=O)=O)CC(=O)N1CCc1c[nH]c2ccccc12 (stereo unspecified),2.2,-6.8,-0.2
Cc1cccc(C)c1NC(=O)C(c1cccc2ccccc12)n1c(=O)c(-c2cc3ccccc3[nH]2)nc2ccccc21 (stereo unspecified),2.3,-14.8,0.9
CC(C)OC1=CC(=O)OC(c2cccc(Cl)c2)C1 (stereo unspecified),-0.2,-11.3,-0.2
CC(C)NC(=O)C1(C)CSCC(=O)N1Cc1cccc(F)c1 (stereo unspecified),3.0,-9.8,0.2
COCC(=O)N1C[C@@H](C)[C@@H](OC)CN(C)C(=O)c2ccc(NC(=O)c3cnccn3)cc2OC[C@H]1C,1.5,-5.5,1.2
CCCCNC(=O)c1nc(C2CCN(S(=O)(=O)c3ccc(S(C)(=O)=O)cc3)CC2)oc1-c1ccccc1,0.9,-11.8,0.0
COC(=O)C[C@@H]1CC[C@H](NS(=O)(=O)c2cccc(F)c2)[C@@H](CO)O1,-1.6,-5.9,0.1
COC(=O)C[C@H]1C=C[C@@H](NC(=O)C2CC2)[C@@H](CO)O1,-5.6,-16.1,-0.1
COC(=O)[C@]12CCCCC=C1N(Cc1ccc3c(c1)OCO3)C(=O)[C@H](CC(=O)NCC13CC4CC(CC(C4)C1)C3)C2,-5.6,-3.5,0.1
COC(=O)[C@@]12C[C@@H](CC(=O)NCc3cccc(C(F)(F)F)c3)C(=O)N(Cc3ccccc3)C1=CCC(C)(C)C2,-7.8,-5.4,0.1
COC(=O)C[C@@H]1CC[C@H](NC(=O)Nc2ccc(F)cc2)[C@@H](CO)O1,-1.6,-6.9,0.1
COC(=O)C1=CN(c2ccc(OC)cc2OC)C(N)=C(C#N)C1c1cccc([N+](=O)[O-])c1 (stereo unspecified),-2.1,-11.8,0.0
Cc1cc2c(cc1C)-n1nnnc1C(N1CCCNCC1)C(=O)N2 (stereo unspecified),5.9,-6.3,0.1
COC(=O)[C@@]12C[C@@H](CC(=O)NCc3ccccc3)C(=O)N(CCc3ccc(OC)c(OC)c3)C1=CCC(C)(C)C2,0.6,-8.0,0.0
COc1ccc(NC(=O)C(c2cc3ccccc3o2)n2c(=O)c(-c3cc4ccccc4[nH]3)nc3ccccc32)cc1 (stereo unspecified),-2.8,-19.4,1.2
O=C(C[C@H]1C=C[C@@H](NS(=O)(=O)c2ccccc2)[C@@H](CO)O1)NCc1ccc(Cl)c(Cl)c1,-1.2,-7.1,0.1
Cc1ccc(S(=O)(=O)N2[C@@H](Cc3ccccc3)CO[C@H]2CC(=O)c2cccc3ccccc23)cc1,0.2,-11.0,-0.1
Cc1cc2c(cc1C)-c1nnnn1C(N1CCCCC1)C(=O)N2 (stereo unspecified),-0.5,-14.0,-0.2
COC(=O)C1=CN(c2ccc(C)cc2)C(N)=C(C#N)C1c1ccc(OC)cc1 (stereo unspecified),-2.7,-17.6,2.4
CC(C)NC(=O)C1(C)CN(S(C)(=O)=O)CC(=O)N1Cc1cccs1 (stereo unspecified),11.8,-3.7,-0.1
CCC(C)CN1C(=O)CN(S(C)(=O)=O)CC1(C)C(=O)Nc1c(C)cccc1C (stereo unspecified),1.5,-15.3,0.2

# A section of the results above, for reference:
SMILES,m5-HT2A agonist,CaV13 FRET inh,aDG glyco up
COC(=O)[C@]12CCCCC=C1N(Cc1ccc3c(c1)OCO3)C(=O)[C@H](CC(=O)NCC13CC4CC(CC(C4)C1)C3)C2,-5.6,-3.5,0.1
COC(=O)[C@@]12C[C@@H](CC(=O)NCc3cccc(C(F)(F)F)c3)C(=O)N(Cc3ccccc3)C1=CCC(C)(C)C2,-7.8,-5.4,0.1
COC(=O)C[C@@H]1CC[C@H](NC(=O)Nc2ccc(F)cc2)[C@@H](CO)O1,-1.6,-6.9,0.1
COC(=O)C1=CN(c2ccc(OC)cc2OC)C(N)=C(C#N)C1c1cccc([N+](=O)[O-])c1 (stereo unspecified),-2.1,-11.8,0.0
Cc1cc2c(cc1C)-n1nnnc1C(N1CCCNCC1)C(=O)N2 (stereo unspecified),5.9,-6.3,0.1
COC(=O)[C@@]12C[C@@H](CC(=O)NCc3ccccc3)C(=O)N(CCc3ccc(OC)c(OC)c3)C1=CCC(C)(C)C2,0.6,-8.0,0.0
COc1ccc(NC(=O)C(c2cc3ccccc3o2)n2c(=O)c(-c3cc4ccccc4[nH]3)nc3ccccc32)cc1 (stereo unspecified),-2.8,-19.4,1.2
O=C(C[C@H]1C=C[C@@H](NS(=O)(=O)c2ccccc2)[C@@H](CO)O1)NCc1ccc(Cl)c(Cl)c1,-1.2,-7.1,0.1
Cc1ccc(S(=O)(=O)N2[C@@H](Cc3ccccc3)CO[C@H]2CC(=O)c2cccc3ccccc23)cc1,0.2,-11.0,-0.1
Cc1cc2c(cc1C)-c1nnnn1C(N1CCCCC1)C(=O)N2 (stereo unspecified),-0.5,-14.0,-0.2
COC(=O)C1=CN(c2ccc(C)cc2)C(N)=C(C#N)C1c1ccc(OC)cc1 (stereo unspecified),-2.7,-17.6,2.4
CC(C)NC(=O)C1(C)CN(S(C)(=O)=O)CC(=O)N1Cc1cccs1 (stereo unspecified),11.8,-3.7,-0.1
CCC(C)CN1C(=O)CN(S(C)(=O)=O)CC1(C)C(=O)Nc1c(C)cccc1C (stereo unspecified),1.5,-15.3,0.2

# Later entries.
SMILES,m5-HT2A agonist,CaV13 FRET inh,aDG glyco up
COc1ccc(CN2C(=O)CN(S(C)(=O)=O)CC2(C)C(=O)NCc2ccccc2)cc1OC (stereo unspecified),-0.2,-6.0,0.1
COC(=O)C1(C(=O)OC)C[C@H](c2ccc(OC)cc2)N(Cc2ccccc2OC)[C@@H]1c1cccs1,-7.2&1.8,-7.4&-8.8,0.1&0.0
Cc1ccc(S(=O)(=O)Nc2ccc(Cl)cc2O)cc1,-0.7,-4.2,0.0
Cc1cccc(C)c1NC(=O)C1(C)CN(S(C)(=O)=O)CC(=O)N1CCCN1CCOCC1 (stereo unspecified),8.8,-6.6,-0.4
CC(C)NC(=O)C1C(c2ccccc2)=Nc2ccccc2N1C(=O)c1ccc(C(F)(F)F)cc1 (stereo unspecified),-3.4,-5.9,0.4
CCc1c(-c2ccc(Br)cc2)ncn1Cc1cccc(-c2ccccc2)c1,3.9,-8.8,0.3
O=C(NCc1ccccc1)C(c1ccc(C(F)(F)F)cc1)N1CCN(CCN2CCOCC2)CC1 (stereo unspecified),-4.0,-7.2,0.5
CCCCCCCCN1C(=O)[C@H](CC(=O)N2CCN(C(=O)C3CC3)CC2)C[C@@]2(C(=O)OC)CC(C)(C)CC=C12,5.7,-13.4,-0.1
CC(C)CCN1C(=O)CSCC1(C)C(=O)NCc1ccccc1 (stereo unspecified),1.4,-8.3,3.9
CC(C)(C)N1C(=O)c2ccccc2NC(=O)C1C(=O)Nc1ccc(N2CCOCC2)cc1 (stereo unspecified),1.4,-6.9,0.1
COc1ccc(C(=O)NCCNc2nc3cc(C)cc(C)c3cc2C#N)nc1,0.9,-16.3,-0.1
COC(=O)[C@@]12C[C@@H](CC(=O)N3CCC(c4ccccc4)CC3)C(=O)N(CCc3ccc(OC)c(OC)c3)C1=CCC(C)(C)C2,-1.3,-7.7,-0.1
COC(=O)[C@@]12C[C@@H](CC(=O)NCC34CC5CC(CC(C5)C3)C4)C(=O)N(Cc3ccccc3)C1=CCC(C)(C)C2,-0.1,-6.6,0.0
Cc1ccccc1CN1C(=O)CSCC1(C)C(=O)Nc1c(C)cccc1C (stereo unspecified),-6.1,-5.9,0.2
COC(=O)[C@@]12C[C@@H](CC(=O)NCc3cccc(C(F)(F)F)c3)C(=O)N(CCc3ccc(OC)c(OC)c3)C1=CCC(C)(C)C2,3.4,-9.7,0.0
CC(C)(C)C(C(=O)NCc1ccccc1)N1CCN(CCN2CCOCC2)CC1 (stereo unspecified),-2.0,-4.0,0.7
CCCCCCCCN1C(=O)[C@H](CC(=O)NCc2cccs2)C[C@@]2(C(=O)OC)CC(C)(C)CC=C12,-7.5,-9.2,0.4
O=C(Cc1cccnc1)N[C@@H]1CC[C@H](CCn2cc(Cc3ccccc3)nn2)O[C@@H]1CO,-0.6,-5.8,-0.1
Cc1ccc(S(=O)(=O)N2[C@H](CC(=O)c3cccc4ccccc34)OC[C@@H]2C)cc1,4.4,-5.2,-0.2
Nc1sc(-c2ccccc2)cc1C(=O)NCCc1c[nH]c2ccccc12,7.4,-16.7,-0.2
COC(=O)[C@]12CCCCC=C1N(CCc1ccc(OC)c(OC)c1)C(=O)[C@H](CC(=O)NCC1CCCCC1)C2,-2.6,-6.2,0.0
CCOC(=O)N1CCN(C(=O)C[C@@H]2C[C@@]3(C(=O)OC)CCCCC=C3N(CCc3ccc(OC)c(OC)c3)C2=O)CC1,2.8,-15.8,-0.2
O=C(NCc1ccccc1)C(c1ccco1)N1CCN(c2ccccc2F)CC1 (stereo unspecified),-4.6,-9.1,0.1
Cc1ccc(S(=O)(=O)NCc2ccccc2Br)cc1,-0.9,-3.2,0.2
CC(C)(C)NC(=O)C(c1ccnc2ccccc12)n1c(=O)c(-c2ccccc2)nc2ccccc21 (stereo unspecified),-1.1,-13.9,-0.3

# Compound profiles (already shown). Screens in order: m5-HT2A agonist	CaV13 FRET inh	aDG glyco up
# CC(C)(C)NC(=O)C(c1ccnc2ccccc12)n1c(=O)c(-c2ccccc2)nc2ccccc21 (stereo unspecified) in the list: -1.1	-13.9	-0.3
# CCOC(=O)N1CCN(C(=O)C[C@@H]2C[C@@]3(C(=O)OC)CCCCC=C3N(CCc3ccc(OC)c(OC)c3)C2=O)CC1 in the list: 2.8	-15.8	-0.2

# Screening data as filed in PubChem.
